# Screening data (PubChem BioAssay)
# CRFBP-R2 agonist – CRF-BP/CRF-R2 complex agonism; 350,000 tested, 0.46% active; HEK293 CRF-R2/CRF-BP, calcium dye fluorescence (FLIPR); percent of saturating CRF peptide response; activation, % at 13.2 µM;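 active = activation of at least 50%, plus an integration ratio under a set limit after plate pattern correction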;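 note: plate controls were neutral control wells without compound for no effect and CRF at EC100 for full effect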
# Starred values were filed as active, the others as inactive.
SMILES,CRFBP-R2 agonist
Cc1ccc(N2CCN(S(=O)(=O)N3CCCCC3)CC2)c(C)c1,9.1
Cc1ccc(-c2csc(NC(=O)CSc3nc(C)cc(=O)[nH]3)n2)cc1,-3.2
COC(=O)c1sc2ncn(N)c(=O)c2c1C,0.5
COc1ccc(NC(=O)COc2ccc(C)cc2)c([N+](=O)[O-])c1,-1.8
CN(C(=O)c1ccc(Cl)cc1)c1ccc(OCC(=O)Nc2cc(C(=O)O)ccc2Cl)cc1,0.2
CCOc1ccc(Nc2oc(-c3ccccc3Cl)nc2C#N)cc1,-1.6
Cc1c(C)c2cc(Cl)c(O)c(CN3CCCCC3)c2oc1=O,-1.1
CC(=O)N1C(=O)c2cccc3cccc(c23)C(=O)N1C(C)=O,-1.6
CCC1=C/C(=C/c2sc3ccccc3[n+]2CC)CC(C)(C)C1,0.0
Cn1c(SCC(=O)Nc2ccc3nc(SCC(=O)N4CCCC4)sc3c2)nnc1-c1ccccc1,-0.6
COc1ccc(CN2C[C@H](Cc3ccccc3)[C@@H](CC(=O)Nc3ccccc3)C2=O)cc1,-0.6
NC(=O)c1ccsc1NC(=O)COC(=O)C1CCCN1C(=O)c1cccs1 (stereo not given),0.1
CN=C1S/C(=C\c2cccc(Cl)c2Cl)C(=O)N1C,-6.2
CC(/C=C/c1ccccc1)=N\Nc1nc2c(c(=O)[nH]c(=O)n2C)n1CCO,-1.6
CC(=O)N1CCc2cc(C(=O)CN3CCN(C(=O)c4ccco4)CC3)ccc21,1.2
CCCCc1nc(NCCNC(=O)c2ccco2)c(C#N)c2c1CSC(C)(C)C2,2.3
Fc1cccc(NC(=S)NCC(c2cccnc2)N2CCOCC2)c1 (stereo not given),-0.7
NS(=O)(=O)c1ccc(NC(=O)C2COc3ccccc3O2)cc1 (stereo not given),0.1
COC(=O)C1=C(C(=O)OC)[C@@H]2N(C)c3ccc(OC)cc3[C@@]23C[C@@H](C(=O)OC)N(C(=O)c2cc(C)oc2C)C3=N1,0.2
CNC[C@H]1Oc2ccc(NC(=O)Nc3ccc(OC)cc3)cc2C(=O)N([C@@H](C)CO)C[C@H]1C,-1.4
CCOC(=O)N1CCN(C(=S)NC(=O)c2ccc(F)cc2)CC1,-2.4
Cc1ccc2c(C)nc(Nc3ncc4c(n3)CCCC4=O)nc2c1,0.1
Cc1cccc(-c2nnc3n2N=C(c2ccc(Br)cc2)CS3)c1,-0.7
CCC/C=C(\CCC)C(NS(=O)(=O)c1cccc2cccnc12)c1ccc(C(=O)OC)cc1 (stereo not given),5.3
CC1(C)CC(=O)C=C(NCCN2CCNCC2)C1,0.2
COC(=O)C1=C(COc2ccccc2)NC(=O)NC1c1ccc2ccccc2c1 (stereo not given),2.1
COc1ccccc1N1C(=O)[C@@H]2[C@H](C1=O)[C@H](C(=O)c1ccc(OC(C)=O)cc1)N1N=CC=C[C@@H]21,2.1
COC(=O)C1=C(C)N(Cc2ccccc2)C(=NCc2cc(OC)c(OC)c(OC)c2)N[C@H]1c1ccccc1,4.4
CC(C)N(C(=O)Nc1ccc2nsnc2c1)C(C)C,14
CC(C)(C)OC(=O)CNC(=O)c1[nH]cnc1C(=O)N[C@@H](CCCCN)C(=O)OC(C)(C)C,3.2

# For convenience, some entries already given:
SMILES,CRFBP-R2 agonist
COC(=O)C1=C(C)N(Cc2ccccc2)C(=NCc2cc(OC)c(OC)c(OC)c2)N[C@H]1c1ccccc1,4.4
CC(C)N(C(=O)Nc1ccc2nsnc2c1)C(C)C,14
CC(C)(C)OC(=O)CNC(=O)c1[nH]cnc1C(=O)N[C@@H](CCCCN)C(=O)OC(C)(C)C,3.2

# More compounds
SMILES,CRFBP-R2 agonist
COc1c(CC=C(C)C)cc(C2CC(=O)c3c(O)cc(O)cc3O2)c(CC=C(C)C)c1O (stereo not given),-1.5
CCC(C)[C@H]1CN=C(N)N1CC1CCCCC1 (stereo not given in full),-0.7
CC(C)OC(=O)CC(=O)c1sc2nc3c(cc2c1N)CN(C)CC3,103*
CC(C)NC(=O)c1sc2nc(-c3cccs3)cc(-c3cccs3)c2c1N,0.8
CCOC(=O)c1c(COc2ccccc2)oc2ccc(O)cc12,2.4
COc1ccc(NC(=O)C(=O)N/N=C\c2ccc(CNC(=O)C(=O)Nc3ccc(C)c(C)c3)o2)c(OC)c1,0.5
Clc1cccc(Cl)c1CNc1ccc(N2CCCC2)cc1,0.3
O=C(NCCCn1ccnc1)c1cc2c(ccc3ccccc32)o1,-1.0
Cc1ccc(NC(=O)CN(C)Cc2c(O)ccc3ccccc23)cc1,0.8
O=S1(=O)C=C(Sc2nc3ccccc3s2)c2ccccc21,-1.5
CC(=O)N1N=C(c2ccccc2OC(=O)/C=C/c2ccccc2)CC1c1ccccc1 (stereo not given),1.2
Nc1c(O)ccc2c1C(=O)c1ccccc1C2=O,-0.7
Cn1c(SCC(=O)NNC(=O)Nc2ccc(Cl)cc2)nnc1-c1ccccc1,-0.8
Cc1ccc(C(=O)Nc2cccc(C(=O)O)c2)cc1,-0.5
Cc1nc(Nc2cnc(/C=C/c3cc(C(=O)Nc4cccc(C(F)(F)F)c4)ccc3C)cn2)cc(N2CCNCC2)n1,16
FC(F)(F)c1ccc(C2[C@H]3CN(Cc4ccc(-c5ccccc5)cc4)[C@H](c4ccccc4)C34CC2(c2cccnc2)C4)cc1 (stereo not given in full),2.5
CCOc1ccc2nc(NC(=O)CSc3nc4c(c(=O)n(C)c(=O)n4C)n3CC)sc2c1,0.3
COC(=O)c1ccc(CSc2nc3sc(C(=O)O)c(C)c3c(=O)[nH]2)cc1,-1.7
CCN(CC)CCSc1nc2ccccc2c(=S)n1-c1ccccc1,-2.2
N#Cc1c(NCCO)nc(NCc2ccccc2)c2c1CCN(Cc1ccccc1)C2,28
COc1ccc(C)cc1Nc1n[n+](C)c(-c2c3ccccc3cc3ccccc23)s1,-1.2
Cc1ccc2oc(Nc3nc(-c4ccccc4)cc(=O)[nH]3)nc2c1,0.2
COC1=C(N)C(=O)c2nc(-c3nc(C(=O)O)c(C)c(-c4ccc(OC)c(OC)c4O)c3N)ccc2C1=O,4.4
N#Cc1c(N2CCOCC2)nc(N2CCCCC2)c2c1CCN(C1CCCCC1)C2,-0.5
CC/C(=N\NS(C)(=O)=O)c1ccccc1,-1.1
CCC[C@@H]1C[C@@]1(CCC)[C@@H](NP(=O)(c1ccccc1)c1ccccc1)c1ccc(C(=O)OC)cc1,0.2
O=C(Cn1c(=O)oc2cccnc21)Nc1ccccc1Oc1ccc(Cl)cc1Cl,-1.7
N#CCC(=O)N/N=C/c1cc(-c2ccccc2)n(-c2ccc(Cl)cc2)c1-c1ccccc1,0.5
OCCNc1nc(OCC(F)(F)F)nc(N2CCN(C34CC5CC(CC(C5)C3)C4)CC2)n1,-0.4
O=C(NCc1ccco1)c1cc2c(s1)CSC2,-2.4

# The closing 4 entries of the section before come first, to join the parts.
SMILES,CRFBP-R2 agonist
O=C(Cn1c(=O)oc2cccnc21)Nc1ccccc1Oc1ccc(Cl)cc1Cl,-1.7
N#CCC(=O)N/N=C/c1cc(-c2ccccc2)n(-c2ccc(Cl)cc2)c1-c1ccccc1,0.5
OCCNc1nc(OCC(F)(F)F)nc(N2CCN(C34CC5CC(CC(C5)C3)C4)CC2)n1,-0.4
O=C(NCc1ccco1)c1cc2c(s1)CSC2,-2.4
CN1CCc2c(C#N)c(N3CCCCC3)nc(N3CCOCC3)c2C1,1.3
O=C(Nc1nnc(-c2ccccc2Cl)o1)c1ccc(S(=O)(=O)N2CCCCCC2)cc1,54*
C/C(=N\Nc1nc(C(=O)O)cs1)c1ccccc1,0.2
O=C(Nc1ccccc1)Nc1scc2c1c(=O)oc1ccccc12,0.8
O=C(COC(=O)c1c(F)cccc1F)c1ccc[nH]1,3.6
COc1cc2c(=O)n(Cc3ccccc3)c(=O)n(CC(=O)C(C)(C)C)c2cc1OC,1.1
CC1CC(C)CN(C/C=C/c2ccccc2[N+](=O)[O-])C1 (stereo not given),1.9
Cc1ncc(/C=C2\C(=O)Nc3ccccc32)[nH]1,-0.5
CC1=C(C(=O)OC(C)(C)C)C(c2ccc(Br)cc2)NC(=O)N1CCCC(=O)O (stereo not given),-0.1
Cc1ccc2[nH]c3c(NCc4ccccc4)ncnc3c2c1,11
Cc1nnc(SCc2nc3sc4c(c3c(=O)[nH]2)CCCC4)n(N)c1=O,6.9
Cc1ccccc1N=C1NC(=O)/C(=C/c2cccn2-c2cccc(C(=O)O)c2)S1,4.8
COc1ccc(OC)c(CN2CCN(C(=O)c3cc(S(=O)(=O)N4CCOCC4)ccc3C)CC2)c1,0.0
CCN(CC)c1ccc2cc(-c3nc(-c4ccc(OC)cc4)cs3)c(=O)oc2c1,338*
C#CCOCCOCCOCCNc1nc(N2CCN(C(=O)[C@H]([C@@H](C)CC)n3cc([C@@H](N)CC(C)C)nn3)CC2)nc(N2CCN(C(=O)[C@H](Cc3cc4ccccc4[nH]3)n3cc([C@@H](N)Cc4ccc(O)cc4)nn3)CC2)n1,-0.7

# Given tab-delimited: entries from further up
SMILES	CRFBP-R2 agonist
CC/C(=N\NS(C)(=O)=O)c1ccccc1	-1.1
Cn1c(SCC(=O)NNC(=O)Nc2ccc(Cl)cc2)nnc1-c1ccccc1	-0.8
COc1ccc(NC(=O)C(=O)N/N=C\c2ccc(CNC(=O)C(=O)Nc3ccc(C)c(C)c3)o2)c(OC)c1	0.5

# New compounds follow
SMILES,CRFBP-R2 agonist
CCn1cc(C(=O)NCCc2ccc(C)cc2)c(=O)c2cc(S(=O)(=O)N(C)C)ccc21,0.1
COc1ccc(-c2nncnn2)cc1,-3.2
COCCCn1c(C)cc(C(=O)COC(=O)CCc2nc3ccccc3c(=O)[nH]2)c1C,-0.9
c1ccc(Oc2c3ccccc3nc3ccccc23)cc1,-0.8
Cc1noc(C)c1CCC(=O)N1CCCC(CCC(=O)NCc2ccccc2F)C1 (stereo not given),-3.0
CCOC(=O)c1cc(COc2cc(Cl)cc(Cl)c2)on1,-0.3
NC(=O)CC[C@@H]1NC(=O)[C@H](CO)NC(=O)c2cc([N+](=O)[O-])cc(I)c2NCCC[C@@H](C(N)=O)NC(=O)[C@H](Cc2ccc(O)cc2)NC1=O,-1.5
COc1ccc2c(c1)n([O-])c1c([n+]2=O)CCC1,0.4
Cc1csc(NC(=O)c2sc3nc(-c4cccs4)ccc3c2N)n1,4.0
C=CCn1c(SCc2nc3ccccc3c(=O)[nH]2)nc2sc3c(c2c1=O)CCCC3,0.0
CN(C)C(=O)c1cccc(-c2csc(N3CCC(C(N)=O)CC3)n2)c1,-0.1
C=C1c2ccc(C)cc2NC(=O)N1c1ccccc1,-5.6
C[C@@H](Oc1ccccc1)c1nnn(Cc2ccccc2)c1-c1c([C@@H](C)Oc2ccccc2)nnn1Cc1ccccc1,6.2
COc1cccc(C2C3=C(N=c4s/c(=C\c5ccc(OCC(=O)O)cc5)c(=O)n42)c2ccccc2CC3)c1 (stereo not given),-0.6
COc1ccc(OC)c(N2C(N)=C(C#N)C(c3ccc(OC)c(O)c3)C3=C2CC(C)(C)CC3=O)c1 (stereo not given),4.5
COc1cccc(CCN2C(=O)C(=O)N([C@@H](CNCc3ccccc3)Cc3ccccc3F)C[C@@H]2C(C)(C)C)c1,1.6
N/C(=N\OC(=O)COc1cc(Cl)c(Cl)cc1Cl)c1ccncc1,2.8
CCN1CCN(CCCOc2ccc(-c3ccccc3)cc2)CC1,-0.2
C=CCn1c(O)c(N=Nc2ccccc2C)c2ccccc21,12
COc1ccc(-c2oc3ccc(-c4cc(OC)c(OC)c(OC)c4)cc3c2-c2ccc(OC)cc2)cc1,-0.6
CC(C)=CCc1c(O)cc(O)c2c(=O)c3c(CC=C(C)C)c(O)ccc3oc12,-1.6
CCCCc1cc2c(cn1)=C(OC(=O)c1cnc3ccccc3n1)C(C)(OC(=O)CC)C(=O)C=2 (stereo not given),3.5
Oc1ccc(Br)cc1/C=N/Nc1nc(N2CCCCC2)nc(N2CCOCC2)n1,0.7
COc1cccc(NC(=O)CN(C)C(=O)c2cc3c(s2)CCC3)c1,-0.6
O=C(O)COc1ccc(Cl)cc1CO,0.4
O=C(C1CCN(S(=O)(=O)N2CCOCC2)CC1)N1CCc2ccccc21,-2.0
Cn1c(=O)c2c(nc(/C=C/c3cccc(Cl)c3)n2C)n(C)c1=O,2.3
C#CCOCCOCCOCCNc1nc(N2CCN(C(=O)CCCCCCCCCCNC(=O)[C@@H](CCSC)n3cc(CCO)nn3)CC2)nc(N2CCN(C(=O)CCCCCCCCCCNC(=O)[C@H]([C@@H](C)CC)n3cc(CCCCCN)nn3)CC2)n1,5.7
COCCN1C(=O)c2ccccc2C(C(=O)NCCCN2CCCC2)C1c1c[nH]c2ccccc12 (stereo not given),-1.0
CCOC(=O)C1=C(C)N(CCCCCC(=O)O)C(=O)NC1c1ccccc1OC(=O)c1cccs1 (stereo not given),-1.4
COC(=O)c1cccc(C23CC4(C2)[C@H](CN(Cc2ccc(C(F)(F)F)cc2)[C@@H]4c2ccccc2)C3c2ccc(C(F)(F)F)cc2)c1 (stereo not given in full),5.9
CCC/C(=N/Nc1ccc(Cl)cc1)c1cnnc(-c2ccccc2)n1,-0.7
CCN(CC)S(=O)(=O)c1cc([N+](=O)[O-])ccc1NNC(=O)Nc1ccccc1,0.5
COc1cc(-c2nnco2)cc(OC)c1OC,-0.5
NC(=O)C1CCN(c2nc(-c3ccccc3Br)cs2)CC1,-0.4
Fc1ccc(NC(=S)Nc2ccc(Cl)cc2Cl)cc1,-1.6
COC(=O)C1CCN(C(=O)COC(=O)Cn2cnnn2)CC1,-0.3
CCC(=O)Nc1nonc1-c1nc2ccccc2n1Cc1ccc(Cl)c(Cl)c1,2.7
Cn1c(-c2ccc(F)cc2)cc2onc(-c3c(F)cccc3Cl)c2c1=O,-1.2
Cc1cc(CN(C)C(=O)CC2C(=O)NCCN2Cc2c(F)cccc2Cl)on1 (stereo not given),0.6
CCOC(=O)CCc1c(C)c2ccc(OCC)c(C)c2oc1=O,-0.2
C#CCOCCOCCOCCNc1nc(N2CCN(C(=O)[C@H]([C@@H](C)CC)n3cc([C@@H](N)CC(C)C)nn3)CC2)nc(N2CCN(C(=O)[C@H](Cc3ccc(O)cc3)n3cc([C@@H](N)CC(C)C)nn3)CC2)n1,-1.1
COc1ccc(-c2noc(-c3ccc(Cl)cc3)n2)cc1,0.1
CCCCCCCc1c(C#N)c(N)[nH]c(=S)c1C#N,-1.0
CCn1c(O)c(C=Nc2ccccc2)sc1=S,1.9

# The list is partial. The share of hits here may be higher or lower than overall.
